PLCb3 inh – blocks human PLC-beta3 enzyme activity | hit rate 0.18% among 370,000 | inhibition, % at 12.2 µM | Purified PLC-beta3, fluorogenic substrate, fluorescence; in the data active = inhibition above about 11%;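 also: 0% = median of compound wells on plate and 100% = full blocker control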
ADAM10 inh – inhibitors of human ADAM10; recombinant ADAM10, EDANS/DABCYL FRET peptide cleavage, 3 h; inhibition, % at 7 µM; hit rate 0.62% among 370,000; AID 720582;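 active = inhibition above a per-campaign cutoff equal to the mean of compounds falling between control-based bounds plus 3 SD, cut at about 20% in these data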;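 also: 0% = DMSO wells while the 100% control is not disclosed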
DAX1 inh-1 – inhibitors of human orphan nuclear receptor DAX1 (NR0B1) | P51843 | HEK293 Gal4-DAX1 luciferase reporter, luminescence | inhibition, % at 6.75 µM | hit rate 0.99% among 340,000 | AID 504766;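 active = inhibition above the mean over all tested compounds plus 3 SD, cut at about 4.2% in these data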;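 also: 0% = DAX1-transfected cells with DMSO and 100% = empty-vector control cells with DMSO; inhibition shows as a rise in luminescence from relieved DAX1 repression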
GAA850 FXN act – increases GAA850 frataxin promoter reporter activity. HEK293 lucGAA850 FXN promoter luciferase reporter, 24 h; percent of 10 µM SAHA response. activation, % at 6 µM. hit rate 0.56% among 360,000. AID 540364;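 active = activation above the average of all compounds screened plus 3 SD, cutoff fixed separately per campaign, cut at about 7.5% in these data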;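 also: 0% = DMSO wells and 100% = 10 µM SAHA wells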
ADAM17 inh – inhibits human ADAM17 | inhibition, % at 6.95 µM | AID 720648 | hit rate 0.83% among 370,000 | recombinant ADAM17, EDANS/DABCYL FRET peptide cleavage;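 active = inhibition above the mean of compounds lying between control limits plus 3 SD, set per campaign, cut at about 8.5% in these data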;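 also: 0% = DMSO-only wells as the low control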
Target sequence (P78536 215-824 limits assumed): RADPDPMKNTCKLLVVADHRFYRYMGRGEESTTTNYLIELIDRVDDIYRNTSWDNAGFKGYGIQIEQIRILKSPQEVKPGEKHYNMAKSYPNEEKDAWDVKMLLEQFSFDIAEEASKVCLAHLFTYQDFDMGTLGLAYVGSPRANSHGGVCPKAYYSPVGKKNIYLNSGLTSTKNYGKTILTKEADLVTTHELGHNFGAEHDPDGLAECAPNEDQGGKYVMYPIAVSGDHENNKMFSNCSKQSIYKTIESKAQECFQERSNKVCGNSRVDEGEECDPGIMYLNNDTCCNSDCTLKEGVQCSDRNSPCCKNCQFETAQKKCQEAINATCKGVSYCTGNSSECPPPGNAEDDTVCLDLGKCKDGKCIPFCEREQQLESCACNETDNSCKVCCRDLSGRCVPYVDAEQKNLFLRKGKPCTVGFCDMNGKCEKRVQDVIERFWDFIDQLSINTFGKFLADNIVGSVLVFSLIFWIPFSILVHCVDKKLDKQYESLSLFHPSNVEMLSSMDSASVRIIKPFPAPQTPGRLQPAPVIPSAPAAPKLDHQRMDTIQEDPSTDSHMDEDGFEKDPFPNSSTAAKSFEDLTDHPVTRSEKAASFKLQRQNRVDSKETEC
hcDAF12 agonist – activates DAF-12 receptor from parasite H. contortus. AID 652067. hit rate 1.4% among 370,000. HEK293 hcDAF-12 lit1-tk-luc reporter, luminescence; 0% DMSO, 100% Δ7-dafachronic acid. activation, % at 6.8 µM;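 active = activation above the mean of all tested compounds plus 3 SD, cut at about 5.5% in these data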;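 also: 100% = response to 3 µM Δ7-dafachronic acid high control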
ssDAF12 agonist – activators of S. stercoralis DAF-12 nuclear receptor; HEK293 ssDAF-12/GRIP1 lit1-tk-luc reporter, luminescence; % of 3 µM dafachronic acid response; activation, % at 6.8 µM; hit rate 1% among 370,000;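 active = activation above the mean over all tested compounds plus 3 SD, cut at about 0.9% in these data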;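 also: 0% = DMSO-only wells and 100% = 3 µM delta7-dafachronic acid wells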
sPLA2-III inh – Inhibits HGIII-sPLA2 liposome hydrolysis, primary screen; inhibition, % at 12.2 µM; QFRET BODIPY PC-A2 liposome hydrolysis, fluorescence; AID 743126; Q9NZ20; hit rate 0.56% among 370,000;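 active = inhibition above mean plus 3 SD of compounds lying within the high and low control bounds, cut at about 19% in these data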;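 also: 0% = median of test compound wells and 100% = no enzyme DMSO wells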
Target sequence (Q9NZ20 whole entry, looked up): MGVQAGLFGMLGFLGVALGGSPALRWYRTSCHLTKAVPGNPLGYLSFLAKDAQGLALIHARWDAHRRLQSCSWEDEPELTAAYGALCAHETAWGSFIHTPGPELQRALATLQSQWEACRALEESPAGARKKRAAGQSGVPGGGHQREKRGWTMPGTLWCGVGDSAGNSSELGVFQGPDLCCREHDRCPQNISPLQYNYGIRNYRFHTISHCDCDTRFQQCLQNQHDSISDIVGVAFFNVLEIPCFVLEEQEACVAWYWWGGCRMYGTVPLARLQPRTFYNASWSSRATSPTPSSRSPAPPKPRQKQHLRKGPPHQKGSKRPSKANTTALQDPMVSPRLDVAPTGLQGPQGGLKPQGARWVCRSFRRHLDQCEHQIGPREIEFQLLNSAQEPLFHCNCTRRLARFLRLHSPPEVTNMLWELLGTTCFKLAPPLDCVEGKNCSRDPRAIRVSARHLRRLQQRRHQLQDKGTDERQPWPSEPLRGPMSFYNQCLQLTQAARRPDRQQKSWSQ
hgDAF12 agonist – agonists of H. glycines DAF-12 nuclear receptor. HEK293 GAL4-hgDAF12 UAS-luciferase reporter, agonist luminescence; normalized to butyrate control. activation, % at 6.8 µM. hit rate 1.8% among 370,000. AID 687014;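 active = activation above a cutoff set at the mean of all screened compounds plus 3 SD, cut at about 10% in these data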;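 also: 0% = DMSO wells and 100% = sodium butyrate wells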
DAX1 inh-2 – DAX1 (NR0B1) inhibition, primary screen. inhibition, % at 6.8 µM. AID 652010. hit rate 1.1% among 370,000. HEK293T StAR-luciferase reporter, SF-1/DAX-1 repression relief;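 active = inhibition above the mean over all tested compounds plus 3 SD, cut at about 3.6% in these data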;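 also: 0% = DAX-1 cells with DMSO and 100% = cells lacking DAX-1 with DMSO; higher inhibition means more luminescence from relief of DAX-1 repression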
PLC-gamma1 inh – PLC-gamma1 (human) inhibition, primary screen. P19174. purified PLC-gamma1, fluorogenic substrate, fluorescence. inhibition, % at 12.2 µM. hit rate 0.84% among 370,000; in the data active = inhibition above about 9.5%
An asterisk follows results filed as active; i = inactive; nt = no result given. Compounds as they come; 6.9% or so of the library scored in one or more.

SMILES	PLCb3 inh	ADAM10 inh	DAX1 inh-1	GAA850 FXN act	ADAM17 inh	hcDAF12 agonist	ssDAF12 agonist	sPLA2-III inh	hgDAF12 agonist	DAX1 inh-2	PLC-gamma1 inh
O=C(CC1C(=O)NCCN1Cc1ccc(-c2ccccc2)cc1)NCCOc1cccnc1 (centres undefined)	-5	-5	-0.8	-1.9	1	-3.6	-1.0	-5	-0.6	-1.2	0
CC(CNc1ccccc1O)C(=O)O (centres undefined)	-6	-3	0.5	2.0	-2	2.9	-1.2	-5	0.1	0.0	-5
COC(=O)c1c(NC(=O)CCNCc2ccco2)sc2c1CCC2	-14	-14	0.8	1.7	-11	0.8	-0.5	6	-2.1	0.3	-2
CNc1c([N+](=O)[O-])cnn1-c1ccc(F)cc1	5	5	-0.2	4.3	3	-2.2	-0.9	-2	5.4	0.1	5
CCCCCCn1cc(CN2CC(N3CCN(Cc4cccc(C)c4)CC3)CS2(=O)=O)nn1 (centres undefined)	2	-1	nt	nt	1	-2.6	-2.0	-12	-3.2	-1.9	3
Cc1ccc(NC(=O)CSc2ncc(-c3ccccc3)n2C(=O)c2ccccc2)cc1	0	5	-0.1	-1.0	3	1.7	-1.0	-23	1.3	-0.1	1
CC(C)=CCCC1(C)C=Cc2c(ccc3c2[nH]c2cc(O)c(C)cc23)O1 (centres undefined)	-4	-13	3.6	-0.9	-2	-2.0	-0.3	23*	3.6	1.2	1
CCC1CCCCN1CCCNC(=O)C1CCC(Cn2c(=O)[nH]c3ccccc3c2=O)CC1 (centres undefined)	-1	-15	0.4	-1.9	-4	-1.4	-0.6	5	0.3	-0.6	-1
CC(C)c1ccc(NC(=O)C(c2ccccc2)N2CCN(C=O)CC2)cc1 (centres undefined)	-2	3	-0.1	0.3	-2	-0.7	-1.0	-5	2.1	0.0	-1
Cc1cc(NC(=O)CCN2C(=O)/C(=C\c3ccccc3Cl)SC2=S)no1	-1	11	0.5	0.2	3	-0.7	-0.1	3	-4.6	0.3	8
Cc1ncsc1CCSc1nc2ccccc2c(=O)n1C	0	-1	-0.8	6.0	-3	-3.4	-1.1	-7	-0.2	-1.6	0
CCCCOCCCNC(=O)c1cccc(OC)c1	-3	-2	-0.8	2.8	-4	0.1	-1.2	9	-1.8	-0.1	-1
CC1CCCC(NC(=O)CSc2nnc(-c3cccnc3)o2)C1C (centres undefined)	-3	-8	-0.2	0.3	-4	1.0	-1.2	4	1.7	0.4	-6
CC(=O)NC1=NN(C(C)=O)C(C)(c2ccccc2)S1 (centres undefined)	-1	3	-3.0	-7.1	-4	-0.4	-1.4	8	3.2	-3.2	1
O=C(O)c1ccc(N2C(=O)CC(Cc3ccccc3)C2=O)cc1 (centres undefined)	2	-3	3.0	0.4	0	-0.6	-0.3	-4	1.1	0.7	-1
CS(=O)(=O)NCCOc1ccc(S(=O)(=O)N2CCCc3ccccc32)cc1	2	2	-0.4	1.2	2	0.7	-1.0	-11	0.3	-0.2	-1
COC(=O)C[C@H]1C=C[C@@H](NC(=O)Cc2cccnc2)[C@@H](CO)O1	-17	-21	nt	nt	-7	-0.2	-0.6	9	4.5	0.1	0
C[C@H]1CN([C@@H](C)CO)C(=O)Cc2cc(NS(=O)(=O)c3cn(C)cn3)ccc2O[C@@H]1CN(C)C(=O)Nc1ccc(F)cc1	5	4	0.2	0.2	-2	-0.3	-1.5	3	0.9	0.5	1
COc1ccc(C(CNC(=O)CNC(=O)c2ccc(F)cc2)N2CCCC2)cc1 (centres undefined)	-10	-8	-0.5	0.0	0	-0.4	-0.6	-6	2.1	0.1	-2
COc1ccc(/C=N/N=C2/NC(=O)C(CC(=O)O)S2)cc1OCc1ccc(Cl)cc1 (centres undefined)	1	9	-1.0	3.7	3	-1.1	-0.8	2	-0.9	-0.2	4
CCO[C@@H]1OC(C(N)=O)=C[C@H](c2cn(C(C)=O)c3ccccc23)[C@H]1CCCO	-1	5	1.6	2.6	-4	0.1	-1.1	5	1.7	0.4	-1
Cc1ccc(-c2[nH]nc3c2C(c2ccsc2)C(C#N)=C(N)O3)cc1 (centres undefined)	-2	-2	0.3	-3.9	-4	5.4	0.9	-32	-3.6	-0.9	-4
CN1c2cccc3cccc(c23)N(C)C1(C)C	-175	i	-1.2	-3.7	-229	-1.5	-0.8	6	-1.7	-0.6	-150
Cc1ccc(Cl)cc1NC(=O)CC1NCCNC1=O (centres undefined)	0	-7	1.6	0.8	-6	-0.9	-1.0	0	0.0	-0.4	-1
Cc1cc(OC(F)F)ccc1NC(=S)NCCc1ccccc1	-4	3	1.9	-0.9	4	0.6	-0.9	16	1.2	-1.3	7
Cc1ccc(-n2c(C)nnc2SCC(=O)Nc2ccccc2)cc1	2	0	1.4	-0.6	-3	-1.4	-0.7	-7	1.0	-0.8	1
O=C(Nc1cc(S(=O)(=O)N2CCOCC2)ccc1N1CCOCC1)c1ccccc1F	-5	-7	0.7	0.0	-10	-0.1	-0.9	6	1.9	-0.5	0
CC(C(=O)Nc1ccc(F)c(F)c1F)N(C)Cc1cccs1 (centres undefined)	-10	1	0.5	1.8	-3	-0.4	-1.2	6	-0.6	-1.7	-3
COc1cccc(C(C(=O)NC2CCCC2)N(Cc2ccco2)C(=O)c2ccco2)c1OC (centres undefined)	0	-5	-0.3	-0.3	-7	-0.5	-1.0	-1	-1.3	-0.1	-2
COc1ccc(Cl)cc1C(=O)NNC(=O)COC(=O)c1ccc(Br)o1	-6	-17	-0.5	-3.3	-5	-0.6	-0.7	-5	-0.6	-0.6	-7
COc1cc(C2C3=C(COC3=O)Oc3cc4c(cc32)OCO4)cc(OC)c1O (centres undefined)	-3	-7	1.8	0.4	-2	-0.1	-1.1	-11	-5.8	3.3	3
COc1ccccc1N1CCN(S(=O)(=O)c2cccs2)CC1	-3	-2	2.0	3.8	-1	0.9	-1.6	8	-2.8	0.2	3
Cc1ccc(C)c(-c2csc(NC(=O)c3c(C)noc3C)n2)c1	-7	0	-1.4	0.8	-10	1.8	-1.4	8	-2.4	-2.0	2
COc1ccc([C@@H]2[C@@H]3C(=O)N(C(C)(C)C)C(=O)[C@@H]3[C@]3(C)C(=O)N(c4cccc(C)c4)C(=O)N23)cc1	-1	-3	1.4	3.8	-3	-0.7	-1.3	-8	2.2	0.0	0
FC(F)(F)c1cccc(-c2cncc(N3CCN(CCN4CCCC4)CC3)n2)c1	-20	-58	nt	0.9	-19	1.3	-1.6	2	-3.1	0.5	-14
Cc1cc(N)n(-c2ccccc2)n1	3	0	0.0	0.4	-2	-1.2	-0.2	5	0.9	0.3	1
COC(CNC(=O)C1CCCN1C(=O)OCc1ccccc1)OC (centres undefined)	4	2	-1.0	0.7	0	0.2	-1.0	0	-0.5	-0.8	0
O=C(CN1C(=O)c2ccccc2C1=O)Nc1ccccc1N1CCOCC1	-1	9	0.8	0.5	3	-0.4	-1.2	-1	2.4	-0.4	2
CC(C)(C)C(=O)NNC(=O)c1cnccn1	-2	0	-0.1	0.4	0	-1.7	-0.2	-2	-3.8	0.3	4
Nc1nonc1-c1noc(CCCOc2ccc(Cl)cc2Cl)n1	2	4	-0.6	0.0	-2	-0.8	-1.8	-15	-0.8	0.2	0
O=C(CNS(=O)(=O)c1cccs1)NCc1ccc(F)cc1	3	5	0.7	1.8	1	-0.8	-1.5	1	-2.6	0.2	-2
COc1ccccc1-c1nc(SCc2ccccn2)n[nH]1	0	-13	4.9*	4.9	-3	6.9*	0.6	4	8.2	2.1	-2
CCN(C(=O)c1cc2c(=O)n3ccccc3nc2n1C)C1CCCCC1	i	i	0.8	5.4	i	1.6	-0.9	-3	4.5	4.9*	i
Cn1c(SCCc2ccccc2)nnc1-c1ccco1	-2	-15	nt	nt	-5	4.6	-0.3	8	13*	1.5	1
COc1cc(OC)c(C2CC(=O)N3CN(c4ccccc4)CSC3=C2C#N)cc1OC (centres undefined)	-14	24*	0.9	-2.6	0	-0.3	-1.2	-6	2.8	0.3	-8
CC(C)CC(C(=O)NCc1ccccn1)N1C(=O)c2ccccc2C1=O (centres undefined)	-1	1	0.1	1.5	0	-0.8	-1.2	-6	-0.1	-0.2	-3
O=C(c1ccccc1)c1cc(F)c(N2CCOCC2)cc1Cl	-3	2	-0.7	0.9	-1	-2.7	-0.8	-8	2.0	-1.1	-4
C[C@H]1[C@@H](C(=O)N2CCCC2)Cc2nc3ccccc3nc2C[C@@H]1c1ccccc1	-4	-6	nt	nt	-2	4.0	-1.0	-2	2.9	0.6	-3
COc1cc(NC(=O)c2ccccc2)c(OC)cc1NC(=O)Cc1ccc(Br)cc1	-4	6	2.6	1.1	1	-0.7	-1.8	2	1.3	0.1	-3
CCC(C)NS(=O)(=O)c1ccc(OCC(=O)Nc2ccc(F)cc2F)cc1 (centres undefined)	3	0	-1.3	0.4	1	-1.2	-0.9	-2	-2.2	-0.8	0

(list continues)
SMILES	PLCb3 inh	ADAM10 inh	DAX1 inh-1	GAA850 FXN act	ADAM17 inh	hcDAF12 agonist	ssDAF12 agonist	sPLA2-III inh	hgDAF12 agonist	DAX1 inh-2	PLC-gamma1 inh
CCOC(=O)c1cc(NC(=O)Nc2cc(C)ccn2)c(C)nc1C	0	0	-0.2	2.9	0	-0.3	-1.5	-5	0.1	-0.1	2
CCN(CC(=O)NCCc1ccc(S(N)(=O)=O)cc1)Cc1nc2ccccc2c(=O)[nH]1	-8	0	-0.2	0.4	-5	-1.7	-0.5	-6	1.6	0.2	-6
CCn1c(=O)c2sccc2n(Cc2ccc(C)cc2)c1=O	0	-12	0.6	5.0	-3	-1.4	-1.4	6	1.5	-0.2	2
CCCOc1cccc(C(=O)NCCCNC(=O)c2ccccn2)c1	-4	-8	1.9	0.6	-3	2.4	-1.3	1	0.5	-0.9	1
COC1(NS(=O)(=O)c2ccc(Br)cc2)C(C)=CC(=O)C=C1C	0	-6	0.3	0.3	-6	-0.2	-0.9	4	1.2	0.2	-3
Cc1cc(=O)[nH]c(N=N/C(=N/Nc2ccc(O)cc2)c2ccccc2)n1	-3	-20	-0.2	-0.7	-5	-0.1	-1.5	0	2.2	0.2	-2
CC(C)CC1OC(C(C)C)Cc2[nH]c(=S)[nH]c(=O)c21 (centres undefined)	0	-4	nt	nt	-3	0.2	-0.8	1	0.9	-0.7	-1
Cc1oc2c(CN(C)C)c(O)ccc2c(=O)c1-c1ccc2ccccc2n1	-7	-7	-0.5	-1.0	-6	-2.5	-1.6	-2	-2.1	-0.3	-6
Cc1ccc(N2C(=O)NC3(CCCCC3)C2=O)cc1	0	-3	0.8	1.5	-3	-1.2	-0.6	11	2.1	-0.5	3
OCCN1CCN(Cc2cccc(Oc3ccc(Cl)cc3)c2)CC1	-5	-2	-0.6	5.5	-3	-0.2	-0.7	7	1.2	-1.1	0
COc1ccccc1N1CCN(Cc2nnnn2CCc2ccccc2)CC1	4	3	-0.5	1.2	1	-1.6	-1.4	4	-1.5	-0.6	6

Source: PubChem BioAssay (The Scripps Research Institute Molecular Screening Center)
